# Screening data: PubChem BioAssay, several laboratories
# RmlCD inh mix = RmlC and RmlD coupled enzyme inhibitors, primary screen, biochemical, 384-well, compound mixtures, retest | inhibition, % at 5.5 µM | RmlC/RmlD coupled enzyme inhibition, 384-well mixture HTS | actives 0.39% (n = 110,000); in the data active = inhibition above about 30%, passing the limit was not always enough; note: strong numbers were not always called active
# HIV RNase H inh = HIV-1 RT RNase H inhibitors, primary screen, biochemical, fluorescence; AID 565, 2006; RT-RNase H RNA/DNA duplex cleavage; actives 1.9% (n = 65,000); Gag-Pol polyprotein (Human immunodeficiency virus type 1 group M subtype B (isolate …; inhibition, % at 10 µM; in the data active = inhibition above about 50%
# * marks the source's active call; other numbers are inactive results; . = not tested or not shown. A portion of the library (hit frequency here may not be typical).
# Second line of a record – RmlCD inh mix | HIV RNase H inh
- NC(=O)CN1C(=O)C2C3C=CC(C3)C2C1=O (stereo unspecified)
→ -21.8 | -8.0
- CCC(NC(=O)c1ccccc1NC(=O)c1ccco1)C(=O)NC1CCCCC1 (stereo unspecified)
→ . | 1.6
- CCO[C@@H]1OC(C(=O)N2CCN(Cc3ccccc3)CC2)=C[C@H](C)[C@H]1CCCO
→ 7.2 | .
- Cc1c(=O)n(OCc2ccccn2)c2ccccc2[n+]1[O-]
→ 5.6 | -2.9
- NC(=O)CC(NC(=O)Cc1ccc(Cl)cc1)c1ccc(NC2CCCCC2)c([N+](=O)[O-])c1 (stereo unspecified)
→ -7.1 | .
- CN1CCN(CCCNC(=O)c2cc3c(-c4ccc(Cl)cc4)nn(C)c3s2)CC1
→ -8.4 | -13.3
- O=C(COc1ccc(Cl)cc1)NCc1nnc(SCC(=O)N2CCCCC2)o1
→ 50.5 | -15.0
- O=C(NC1CCCCC1)C(c1ccco1)N(Cc1cccs1)C(=O)Cn1nnc2ccccc21 (stereo unspecified)
→ . | 45.3
- O=C(CSc1ncnc2c1cnn2-c1ccccc1)Nc1ccc2c(c1)OCO2
→ . | 12.0
- O=C1c2ccccc2C(=O)N1Cc1cc(-c2ccccc2Cl)no1
→ -12.7 | .
- COc1ccc(NC(=O)c2csc3c2CCCC3)cc1
→ 7.0 | .
- C[C@@H]1C[C@@H]2OC(=O)[C@]3(C)[C@H]2[C@@H](OC3(C)O)[C@]2(C)C(=O)C=C[C@H]12 (stereo partly specified)
→ -3.2 | .
- Cc1cccc(-n2c(C)nc3ccccc3c2=O)n1
→ 5.1 | .
- O=C1CCCN1CCC1CCN(C(=O)Nc2ccccc2)CC1
→ -0.1 | -11.3
- COc1ccc(C2(C(=O)N3CCCC3)CCOCC2)cc1OC
→ -2.4 | -1.6
- COc1ccc2cc(C(=O)OC(C)C)sc(=O)c2c1OC
→ -7.8 | -20.0
- C=C1CCN([C@@H](Cc2ccccc2)C(=O)NCCC(C)C)S(=O)(=O)c2ccccc21
→ -7.9 | .
- Cc1ccc(N=Nc2c(=O)[nH]n3c(C)cc(C)nc23)cc1
→ -3.6 | .
- CC1CCN(C(C)C(=O)Nc2ccccc2-c2ccccc2)CC1 (stereo unspecified)
→ 4.9 | .
- CCOC(=O)CC(C(=O)OCC)P(=O)(c1ccccc1)c1ccccc1 (stereo unspecified)
→ 15.9 | -1.9
- NC(=O)c1ccccc1NC(=O)CN1CCOCC1
→ -7.7 | 2.4
- CCC(O)CNc1nc(-n2nc(C)cc2C)nc2sc3c(c12)CCCC3 (stereo unspecified)
→ . | 9.1
- CCOc1ccc(S(=O)(=O)n2nnc3ccccc32)cc1C
→ -3.8 | -16.0
- CCOc1ccc2[nH]c(=O)c(CN(C(=O)N3CCOCC3)C3CC3)cc2c1
→ . | -3.2
- CCc1cc(Br)ccc1NC(=O)C1CCCO1 (stereo unspecified)
→ -4.2 | -15.2
- COc1ccc(S(=O)(=O)Nc2ccccc2C)cc1
→ -7.1 | .
- CCCCn1c(O)c(C(CC)=NCCN2CCOCC2)c(=O)[nH]c1=O
→ 4.7 | .
- Cc1ccc(C(=O)CC(C(=O)O)n2ccc(C)n2)cc1 (stereo unspecified)
→ 5.4 | -4.4
- Cc1cc(OCC(=O)O)c2cccc(C)c2n1
→ -4.4 | 2.0
- CCC(C)N(CCNC(=O)CC1Oc2ccccc2NC1=O)C1CCCCC1 (stereo unspecified)
→ 1.9 | -8.0
- Cc1ccc(F)cc1NC(=O)c1cccc2nccnc12
→ -6.5 | 1.9
- Cc1ccc(O)c(C2=NOC(O)(C(F)(F)F)C2)c1 (stereo unspecified)
→ 11.0 | .
- Cc1cc(Cl)ccc1N=Cc1c(O)n(C)c(=O)n(C)c1=O
→ . | -9.3
- C/C(=C\C(=O)c1ccc(Cl)cc1)Nc1ccc(Br)cc1
→ -12.6 | .
- COc1cc(CO)cc(Br)c1OCc1cccnc1
→ 16.5 | -12.9
- CCOC(=O)CSc1ccc2nnc(-c3ccncc3)n2n1
→ -5.2 | -11.8
- FC(F)(F)c1nnc2ccc(N3CCCC3)nn12
→ -9.7 | .
- CC(=O)N1CCN(c2nc3cc4c(cc3nc2NS(=O)(=O)c2ccccc2)OCCO4)CC1
→ 14.2 | 0.6
- Cc1ccc(OC2=NS(=O)(=O)c3ccccc32)cc1
→ -13.8 | .
- COc1cc(C)c(C(=O)Oc2cc(C)c(C(=O)O)c(O)c2)c(O)c1
→ -15.9 | .
- CCOC(=O)CN1C(=O)C(O)(CC(=O)c2ccc3c(c2)CCCC3)c2ccccc21 (stereo unspecified)
→ 4.1 | .
- CCCC(C)NNC(=O)c1cc2ccccc2[nH]1 (stereo unspecified)
→ -13.7 | .
- Cc1cc(C)nc(NC(=O)c2cnc3sccn3c2=O)n1
→ -0.9 | -10.8
- COc1cccc(C(=O)Cn2c(Br)nc3c2c(=O)n(C)c(=O)n3C)c1
→ -0.7 | -16.0
- Cc1ccc2c(c1)c(CC(=O)Nc1ccc(C)c(F)c1)c(C(=O)O)n2C
→ -6.3 | .
- COc1cccc(/C=N/N2CCN(c3ccccc3OC)CC2)c1
→ -11.5 | .
- C=CCOc1nc(N(C)C)nc(N(C)C)n1
→ 8.1 | -11.0
- FCCCOc1ccc(-c2ccnc(-c3ccccc3)n2)cc1
→ -13.8 | .
- CN(C1CCCCC1)S(=O)(=O)c1ccc(-n2cnnn2)cc1
→ -2.9 | -5.0
- O=C1N[C@@H](Cc2ccccc2)C(=O)N2[C@@H]1C[C@@]1(Br)c3ccccc3N(S(=O)(=O)c3ccccc3)[C@@H]21
→ -60.5 | .
- Cc1ccc(C(=O)Nc2nc(-c3cc(Cl)sc3Cl)cs2)cc1
→ -13.5 | .
- CCCCN(C(=O)CNC(=O)c1ccco1)C(C(=O)NC1CCCCC1)c1ccc(OC)cc1OC (stereo unspecified)
→ -4.3 | -4.5
- CCOC(=O)N1CCN(Cc2nc3c(c(=O)n(C)c(=O)n3C)n2Cc2cccc(C)c2)CC1
→ -10.6 | 3.8
- CCOC(=O)C(CC)(CC)/C(C)=N/NC(=O)CC#N
→ -13.3 | .
- Cc1cc(OC(=O)c2ccc(Cl)cc2Cl)nc(C)n1
→ 58.1 | .
- CCN(CC)CCNC(=O)c1c(O)c2cc(OC)c(OC)cc2[nH]c1=O
→ . | -8.2
- CCOc1ccc(-n2nc(C(=O)NCCOC)c3ccccc3c2=O)cc1
→ 6.8 | -0.4
- CCOC(=O)c1ccc(NC(=O)c2c(N)n(C)c(=O)[nH]c2=O)cc1
→ 8.6 | .
- C/C=C(\C)C(=O)NCCN1C2=NC[C@@H](Cc3ccccc3)N2C[C@H]1Cc1ccc(O)cc1
→ 7.1 | .
- O=C(CN1CCCC1)Nc1ccc(Oc2ccc(NC(=O)CN3CCCC3)cc2)cc1
→ 17.8 | -10.3

# Further records:
# Second line of a record – RmlCD inh mix | HIV RNase H inh
- COc1ccc(-c2cc3n(n2)CCc2nc4ccccc4n2-3)cc1
→ -8.7 | -18.1
- c1nc(NCCN2CCOCC2)c2sc3nc(N4CCOCC4)c4c(c3c2n1)CCC4
→ . | -29.4
- O=C(O)CCCCCNC(=O)c1ccncc1
→ 1.6 | -2.8
- O=C(C1CCCN(Cc2ccncc2)C1)N1CCc2ccccc2C1 (stereo unspecified)
→ 7.5 | -4.7
- O=C(CN(Cc1ccccc1F)S(=O)(=O)c1ccc(Cl)cc1)NCCCO
→ 7.3 | -15.6
- c1ccc(Cn2ncc3c(NCc4ccco4)ncnc32)cc1
→ -2.3 | -39.1
- OCCn1c(SCCOc2ccccc2)nc2ccccc21
→ -11.5 | .
- CCOc1ccc(Cn2c(=O)oc3ccc(C)cc32)cc1OC
→ -4.8 | -23.9
- CCCCn1c(=NC(C)=O)c(C#N)cc2c(=O)n3cccc(C)c3nc21
→ . | 7.9
- CCc1cccc(NC(=O)CCS(=O)(=O)c2cccc3nonc23)c1
→ -4.8 | 6.0
- CC1(OC(=O)CCc2ccccc2)C(=O)C=C2C=C(c3ccc(C#N)cc3)N(C(CO)CO)C=C2C1=O (stereo unspecified)
→ 1.9 | .
- CCc1ccc2[nH]c(=O)c(CN(CCCO)C(=O)NCc3ccccc3)cc2c1
→ -12.8 | .
- Cc1ccc2c(c1)cc(CN(Cc1ccccc1)C(=O)N(C)C)c1nnnn12
→ . | -13.8
- Cc1cc(NC(=O)CCC(=O)N(c2ccccc2)C(C(=O)NCC2CCCO2)c2cccnc2)no1 (stereo unspecified)
→ 7.5 | -11.6
- COc1ccc(CCNC(=O)CSc2nc3c(c(=O)n(C)c(=O)n3C)n2C)cc1OC
→ -11.9 | .
- CC(CC(=O)O)NCC1COc2ccccc2O1 (stereo unspecified)
→ . | 1.5
- Cc1cccc(OCCOc2ccc(/C=N/NC(=O)Cc3nnc(N)s3)cc2)c1
→ -7.0 | .
- NC(CC(=O)O)c1cccc(OCc2ccccc2)c1 (stereo unspecified)
→ 12.6 | -9.1
- CCOC(=O)c1cnc(-c2ccccc2)nc1N(C)C
→ -16.1 | .
- COc1ccc(CN/C(C)=C(/C#N)C(N)=O)cc1OC
→ 5.7 | -9.9
- Cc1occc1C(=O)N1CCCc2ccccc21
→ -15.5 | -29.7
- COc1ccc(OC)c2c1sc(=NC(=O)CN1C(=O)CCC1=O)n2C
→ 8.3 | -4.4
- COc1cc(C(O)c2nc3ccccc3n2C)cc(OC)c1OC (stereo unspecified)
→ -11.6 | -5.0
- O=C(NCC(c1cccnc1)N1CCN(c2ccc(F)cc2)CC1)c1ccco1 (stereo unspecified)
→ 4.8 | .
- Cc1cc(C)cc(NC(=O)N2CCC(NC(=O)c3ccccc3C)CC2)c1
→ -2.6 | .
- O=C(O)C1C(C(=O)Nc2ccc(Cl)cc2)C2C=CC1C21CC1 (stereo unspecified)
→ 4.1 | .
- Cc1c(C(=O)NCc2ccccc2)oc2ccc(S(=O)(=O)N3CCC4(CC3)OCCO4)cc12
→ -13.0 | .
- Cc1cccc(OCCOCCN2CCOCC2)c1C
→ -3.5 | -9.7
- O=C1CC(c2ccc(Cl)c(Cl)c2)CC(O)=C1C=NCCN1CCNCC1 (stereo unspecified)
→ -7.0 | -0.7
- Cc1nn(CCc2n[nH]c(=S)n2-c2ccc(F)c(Cl)c2)c(C)c1[N+](=O)[O-]
→ 10.9 | .

# Some values from the list:
# `NC(CC(=O)O)c1cccc(OCc2ccccc2)c1` (stereo unspecified) in HIV RNase H inh: -9.1
# `OCCn1c(SCCOc2ccccc2)nc2ccccc21` in RmlCD inh mix: -11.5
# `Cc1cccc(OCCOc2ccc(/C=N/NC(=O)Cc3nnc(N)s3)cc2)c1` in RmlCD inh mix: -7.0

# Carrying on:
# Second line of a record – RmlCD inh mix | HIV RNase H inh
- CC1(C)CC(=O)c2sc(NC(=O)C3CC3)nc2C1
→ 7.0 | -6.3
- CC1(C)Cc2c(c(=S)nc(-c3ccccc3)n2CCO)CO1
→ -7.0 | 5.5
- N/C(=N\OC(=O)C1CCCCC1)c1cccc([N+](=O)[O-])c1
→ 6.9 | .
- COC(=O)CSc1nnc(CNC(=O)Cc2ccccc2)n1-c1ccccc1OC
→ -3.8 | 3.1
- CCOc1ccccc1C1CC(=O)NC2=C1C(=O)CCC2 (stereo unspecified)
→ 4.1 | -1.7
- CCOc1cc2[nH]c(=S)n(CCCN3CCOCC3)c(=O)c2cc1OCC
→ 12.0 | 8.2
- O=c1[nH]c2cc3c(cc2cc1CN(Cc1ccccc1)Cc1nnnn1Cc1ccco1)OCCO3
→ 17.9 | 21.4
- CCC(C(=O)Nc1ncccn1)(C(F)(F)F)C(F)(F)F
→ -15.0 | -7.7
- CC(=O)N(C)C1(c2nnnn2CCOC(=O)Nc2ccc(Cl)cc2)CCCCC1
→ 2.6 | 1.1
- Cn1c(Sc2ccc(Br)cc2)c(C=O)c2ccccc21
→ -8.3 | .
- Clc1ccc(-c2nc(N3CCCCC3)nc3ccccc23)cc1
→ 36.4 | .
- CCCn1c(SCC(=O)N2CCCCC2)nnc1-c1ccco1
→ 11.0 | -17.2
- COc1ccccc1/C=C/C1(C(=O)NC2CCCC2)CC(=O)N1c1ccc(F)cc1 (stereo unspecified)
→ -4.0 | .

# Molecules listed so far containing a Cl atom (14):
# Second line of a record – RmlCD inh mix | HIV RNase H inh
- NC(=O)CC(NC(=O)Cc1ccc(Cl)cc1)c1ccc(NC2CCCCC2)c([N+](=O)[O-])c1 (stereo unspecified)
→ -7.1 | .
- CN1CCN(CCCNC(=O)c2cc3c(-c4ccc(Cl)cc4)nn(C)c3s2)CC1
→ -8.4 | -13.3
- O=C(COc1ccc(Cl)cc1)NCc1nnc(SCC(=O)N2CCCCC2)o1
→ 50.5 | -15.0
- O=C1c2ccccc2C(=O)N1Cc1cc(-c2ccccc2Cl)no1
→ -12.7 | .
- Cc1cc(Cl)ccc1N=Cc1c(O)n(C)c(=O)n(C)c1=O
→ . | -9.3
- C/C(=C\C(=O)c1ccc(Cl)cc1)Nc1ccc(Br)cc1
→ -12.6 | .
- Cc1ccc(C(=O)Nc2nc(-c3cc(Cl)sc3Cl)cs2)cc1
→ -13.5 | .
- Cc1cc(OC(=O)c2ccc(Cl)cc2Cl)nc(C)n1
→ 58.1 | .
- O=C(CN(Cc1ccccc1F)S(=O)(=O)c1ccc(Cl)cc1)NCCCO
→ 7.3 | -15.6
- O=C(O)C1C(C(=O)Nc2ccc(Cl)cc2)C2C=CC1C21CC1 (stereo unspecified)
→ 4.1 | .
- O=C1CC(c2ccc(Cl)c(Cl)c2)CC(O)=C1C=NCCN1CCNCC1 (stereo unspecified)
→ -7.0 | -0.7
- Cc1nn(CCc2n[nH]c(=S)n2-c2ccc(F)c(Cl)c2)c(C)c1[N+](=O)[O-]
→ 10.9 | .
- CC(=O)N(C)C1(c2nnnn2CCOC(=O)Nc2ccc(Cl)cc2)CCCCC1
→ 2.6 | 1.1
- Clc1ccc(-c2nc(N3CCCCC3)nc3ccccc23)cc1
→ 36.4 | .
